M4 PAM: positive allosteric modulators of human muscarinic M4 receptor; CHO-K1 hM4/Gqi5, Fluo-8 calcium fluorescence, ACh EC20; 0% = ACh EC20, 100% = maximal ACh; activation, % at 3 µM; hit rate 0.4% among 360,000;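 active = activation above its plate's cutoff, the mean activation of sample wells plus 3 SD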; note: some results filed as inactive read as strong as hits
Target sequence (P08173 whole entry, looked up): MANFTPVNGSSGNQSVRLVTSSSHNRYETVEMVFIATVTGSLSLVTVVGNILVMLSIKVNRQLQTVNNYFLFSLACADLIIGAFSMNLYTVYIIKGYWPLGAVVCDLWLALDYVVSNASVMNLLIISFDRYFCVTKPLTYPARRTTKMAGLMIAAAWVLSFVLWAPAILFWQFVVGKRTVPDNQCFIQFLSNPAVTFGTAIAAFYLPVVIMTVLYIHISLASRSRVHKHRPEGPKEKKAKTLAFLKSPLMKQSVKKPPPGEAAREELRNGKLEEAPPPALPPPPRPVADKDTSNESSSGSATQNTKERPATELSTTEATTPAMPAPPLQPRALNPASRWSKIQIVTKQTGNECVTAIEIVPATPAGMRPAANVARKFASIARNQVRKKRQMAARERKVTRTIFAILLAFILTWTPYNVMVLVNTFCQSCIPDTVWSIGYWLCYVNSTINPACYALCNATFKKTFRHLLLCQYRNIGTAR
MEKK3 PB1 HTS: modulators (inhibitors or enhancers) of MEK5 binding to human MEKK3 PB1 domain; binding response (% of control), % at 10 µM; Q99759; AID 1529; bead-based flow cytometry, Alexa488-MEK5 binding to MEKK3; actives lie on both sides; 0 = blocked by unlabeled MEK5, 100 = vehicle; hit rate 1.4% among 290,000;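 active = binding response more than 3 SD above or below the average of its plate-row segment, actives on both sides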;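 note: Alexa488 bead fluorescence after subtracting the streptavidin-only scavenger bead signal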
CRFR2-BP antag: blocks CRF-induced signaling of the CRF-BP/CRF-R2 complex; hit rate 0.59% among 350,000; inhibition, % at 11.8 µM; HEK293 CRF-R2/CRF-BP, CRF-induced calcium fluorescence; AID 588475;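 active = inhibition of the ligand-induced calcium signal above about 50% at the single tested concentration, limit read from the data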
PHOSPHO1 inh: inhibitors of human PHOSPHO1 phosphatase. inhibition, % at 13.3 µM. AID 1565. hit rate 1.1% among 290,000. recombinant PHOSPHO1, absorbance phosphatase assay. Q8TCT1; in the data active = inhibition above about 60%
Target sequence (Q8TCT1 whole entry, looked up): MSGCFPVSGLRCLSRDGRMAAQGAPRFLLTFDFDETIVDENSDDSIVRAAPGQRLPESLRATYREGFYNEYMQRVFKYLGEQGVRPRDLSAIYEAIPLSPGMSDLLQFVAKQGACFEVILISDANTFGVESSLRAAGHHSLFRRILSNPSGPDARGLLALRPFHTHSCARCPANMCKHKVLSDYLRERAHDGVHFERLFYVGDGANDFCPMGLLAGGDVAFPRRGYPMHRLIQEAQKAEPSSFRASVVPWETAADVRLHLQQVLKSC
GalR3 antagonist: antagonists of human GalR3; HEK293 GalR3-CNG cAMP membrane potential fluorescence; galR3 body fused to GalR1 C-terminus; inhibition, % at 3 µM; hit rate 0.44% among 360,000; AID 651719;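 active = inhibition above the screen-wide average plus 3 SD, cut at about 13% in these data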;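 note: forskolin and galanin both at EC90 stimulate the cells; cAMP rise reported by CNG channel membrane potential dye signal; 0% = forskolin plus galanin with DMSO and 100% = forskolin alone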
Target sequence (O60755 1-299 limits assumed): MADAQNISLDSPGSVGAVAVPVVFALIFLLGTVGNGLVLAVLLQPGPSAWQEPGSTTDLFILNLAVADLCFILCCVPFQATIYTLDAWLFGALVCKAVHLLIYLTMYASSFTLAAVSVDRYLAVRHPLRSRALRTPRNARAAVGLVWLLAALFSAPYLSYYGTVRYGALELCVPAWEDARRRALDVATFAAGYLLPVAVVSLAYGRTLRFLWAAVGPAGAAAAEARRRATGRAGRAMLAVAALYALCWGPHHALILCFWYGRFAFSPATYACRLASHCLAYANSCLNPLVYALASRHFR
IDE cell inh: cellular human IDE inhibition; P14735; HEK cells, FAbetaB cleavage, fluorescence polarization; inhibition, % at 5.59 µM; hit rate 0.41% among 320,000; AID 434962;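 active = percent inhibition above the average of all tested compounds plus 3 SD, set per screening campaign, cut at about 16% in these data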;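 note: IDE supplied by intact live HEK cells; FP after avidin binding of uncleaved biotin substrate so inhibition keeps polarization high; 0% = DMSO wells and 100% = 60 µM reference IDE inhibitor Ii1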
p-CIP stab down: lowers stability of the mouse p/CIP coactivator protein. Q05BA5. F442A p/CIP-EGFP cells, EGFP fluorescence, 16 h. decrease of EGFP signal, % at 10 µM. hit rate 0.01% among 290,000;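 active = EGFP signal decrease of at least 30% at 10 µM or well 3 SD below plate mean, unless failing retest; inactive = the rest, including hits failing retest or dose response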; note: some compounds called inactive have numbers as strong as hits; many of its hits are not listed in these tables
CRFBP-R2 agonist: agonists of human CRF-binding protein/CRF-R2 receptor complex | HEK293 CRF-R2/CRF-BP, calcium dye fluorescence (FLIPR); percent of saturating CRF peptide response | activation, % at 13.2 µM | hit rate 0.46% among 350,000 | AID 588473;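 active = activation of at least 50%, plus an integration ratio under a set limit after plate pattern correction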;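 note: plate controls were neutral control wells without compound for no effect and CRF at EC100 for full effect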
IDE act: activators of human insulin-degrading enzyme in cells; activation, % at 5.96 µM; hit rate 0.073% among 340,000; HEK cells, FAbeta-B cleavage, fluorescence polarization; 0% vehicle, 100% cell-free pure enzyme wells; P14735;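 active = activation above the mean of all tested compounds plus 3 SD, set per screening campaign, cut at about 17% in these data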
* hit, by the source's call; . = not tested or not shown. Compounds were not picked by outcome, and some 4.2% of all compounds hit somewhere here.

SMILES | M4 PAM | MEKK3 PB1 HTS | CRFR2-BP antag | PHOSPHO1 inh | GalR3 antagonist | IDE cell inh | p-CIP stab down | CRFBP-R2 agonist | IDE act
Cc1ccc(NC(=S)N(CCCN2CCOCC2)Cc2cccs2)c(C)c1 | 0 | 100 | 17 | -12 | -11 | 2 | 0 | -2.3 | 3
CN1/C(=C\C(=O)COC(=O)c2ccco2)C(C)(C)c2ccccc21 | -7 | 101 | -13 | 32 | -6 | 4 | 0 | 0.7 | 5
Cc1cc(NC(=O)CSCC(=O)N(C)Cc2ccc(Cl)c(Cl)c2)no1 | -3 | 113 | -5 | 33 | -2 | 6 | 12 | 1.7 | 3
CCN1/C(=C\C(=S)Nc2ccccc2)Sc2ccccc21 | -4 | 89 | -13 | 17 | -3 | 21* | -12 | -1.4 | -5
COc1ccc(S(=O)(=O)N2CCCC(C(=O)N3CCN(C)CC3)C2)cc1C (stereo unspecified) | 1 | 103 | -12 | 16 | 5 | 2 | 0 | -0.4 | 7
O=C(CS(=O)(=O)c1ccc(Cl)cc1)Nc1nccs1 | 3 | . | 3 | . | -7 | . | . | -1.8 | .
O=C(O)c1ccc(N/N=C/C(Br)=C/c2ccccc2)cc1 | -3 | 99 | 4 | 11 | -7 | 0 | 4 | 0.2 | 7
O=C(NCCOC(=O)c1ccc(C(=O)OCCNC(=O)c2ccccc2)o1)c1ccccc1 | 8 | 102 | 9 | 12 | -1 | -1 | 4 | -1.0 | -1
COc1ccc(C(=O)N2CCN(c3ncccn3)CC2)cc1 | 1 | 97 | -5 | 33 | . | 3 | 1 | 0.1 | 3
COc1cc2c(cc1OC)[C@@H](NC(=O)CCc1ccccc1)[C@H](OCc1ccccc1)C2 | -6 | . | 23 | . | -6 | . | . | -5.3 | 1
COc1cc(-c2nnc(SCc3cccnc3)n2C)cc(OC)c1O | 5 | 94 | -9 | 31 | -8 | 0 | 1 | -0.4 | 2
CCCn1c(SCC(=O)N2CCCc3ccccc32)nnc1-c1ccco1 | 9 | 97 | -3 | 4 | -2 | 5 | -13 | 1.1 | -3
O=c1c2cc(N3CCOCC3)ccc2[nH]c(=S)n1CCCN1CCCCCC1 | -11 | 101 | -3 | 0 | -6 | 1 | -19 | 2.7 | -2
N#Cc1c(NC(=S)NC(=O)c2ccccc2)sc2c1CCC2 | -1 | 95 | -43 | -20 | -2 | 7 | -5 | 2.0 | -17
COc1ccc(OCCC(=O)OCC(=O)NC(=O)NC2CCCCC2)cc1 | -5 | 107 | -3 | 14 | -1 | -1 | 2 | -0.1 | -1

3 entries picked at random from those above, as already listed:
SMILES | M4 PAM | MEKK3 PB1 HTS | CRFR2-BP antag | PHOSPHO1 inh | GalR3 antagonist | IDE cell inh | p-CIP stab down | CRFBP-R2 agonist | IDE act
O=c1c2cc(N3CCOCC3)ccc2[nH]c(=S)n1CCCN1CCCCCC1 | -11 | 101 | -3 | 0 | -6 | 1 | -19 | 2.7 | -2
COc1cc(-c2nnc(SCc3cccnc3)n2C)cc(OC)c1O | 5 | 94 | -9 | 31 | -8 | 0 | 1 | -0.4 | 2
O=C(CS(=O)(=O)c1ccc(Cl)cc1)Nc1nccs1 | 3 | . | 3 | . | -7 | . | . | -1.8 | .

The list continues.
SMILES | M4 PAM | MEKK3 PB1 HTS | CRFR2-BP antag | PHOSPHO1 inh | GalR3 antagonist | IDE cell inh | p-CIP stab down | CRFBP-R2 agonist | IDE act
COc1cccc2c(=O)n(CC(=O)Nc3ccccc3F)ccc12 | 2 | 109 | 4 | 10 | 3 | 3 | 8 | -2.4 | -2
CCOC(=O)c1cnn2c(C(F)(F)F)cc(-c3ccco3)nc12 | -3 | 98 | -8 | -6 | 0 | 3 | -8 | -1.5 | 7
NS(=O)(=O)c1ccc(Cl)c(S(N)(=O)=O)c1 | -1 | . | 8 | . | -7 | . | . | 0.5 | -1
Cc1cc(C)n2cc(CSc3nnc(-c4ccccc4)o3)nc2n1 | 12 | 99 | 3 | 78* | 2 | 3 | -7 | -1.9 | 1
Oc1cccc(C2c3[nH]c4ccccc4c3CCN2Cc2cnn(-c3ccccc3)c2)c1 (stereo unspecified) | -17 | 102 | -7 | 32 | 3 | 3 | -15 | -1.4 | 5
FC(F)(F)c1cc(NC2CCCCC2)ccn1 | -6 | 98 | 1 | . | -10 | 0 | 0 | 2.5 | 0
O=C(COc1ccc(Br)cc1)Nc1ccc(C(=O)Nc2ccccc2C(=O)O)cc1 | 19 | 98 | 43 | 2 | 0 | 3 | 8 | -5.8 | -2
COc1ccc(-n2c(CN3CCN(C)CC3)nc3ccc([N+](=O)[O-])cc3c2=O)c(OC)c1 | 1 | 101 | 21 | . | -1 | -5 | 3 | -1.4 | 2
CC(NC(=O)CCNS(=O)(=O)c1cccc2nsnc12)c1ccccc1 (stereo unspecified) | 1 | 102 | -3 | 12 | -8 | 4 | 8 | 0.0 | 1
Cc1ccc(S(=O)(=O)NCC(=O)OCC(=O)Nc2cccc(S(=O)(=O)NC3=NCCCCC3)c2)cc1C | -3 | 101 | 5 | 20 | -6 | 1 | 3 | 0.0 | 4
CSc1ncnc2c1ncn2CCCN[C@H](C)c1cccc2ccccc12 | 3 | . | -22 | . | -6 | . | . | -0.1 | .
CC/C(=N\OC(=O)c1ccc(OC(C)C)cc1)c1ccc(C)cc1 | -9 | . | 7 | 8 | -5 | 5 | 3 | 4.1 | 1
S=C(NCCc1ccccc1)Nc1ccc(Cl)cc1Cl | -7 | 105 | -28 | 5 | -5 | 5 | 2 | 0.8 | -2
CCc1ccc(N2C(=O)C(Cl)=C(N3CCOCC3)C2=O)cc1 | -1 | 88 | 1 | -16 | 1 | 12 | -12 | 2.3 | -7
COC(=O)CCC(=O)COc1ccccc1C#N | 22 | 97 | 7 | 4 | -4 | 6 | 5 | 0.3 | -5
CC(=O)NC1C(=O)Nc2c1cccc2C(F)(F)F (stereo unspecified) | 2 | 99 | 14 | 11 | -1 | -5 | 11 | -0.9 | -2
CCN1CCN(C(=O)c2ccccc2Nc2ccc(SC(F)F)cc2)CC1 | 2 | 101 | -7 | 19 | -7 | 2 | -5 | -0.2 | 4
CCN1C(=NCC(C)C)N[C@@H](CCc2ccccc2)[C@H](C(=O)NCC(C)C)[C@H]1C | 4 | 102 | 10 | -64 | . | 3 | -14 | -0.1 | 1
COc1ccc(C2Nc3ccccc3C(=O)N2NS(=O)(=O)c2ccccc2)cc1OC (stereo unspecified) | -10 | . | 14 | -4 | 1 | 1 | -4 | -2.3 | 2
C[C@H](NC(=O)c1nc[nH]c1C(=O)N[C@@H](Cc1ccccc1)C(=O)OCc1ccccc1)C(=O)OC(C)(C)C | -6 | 102 | 0 | -41 | 4 | 4 | -14 | -0.4 | -4
NS(=O)(=O)c1ccc(CCNCC#Cc2ccccc2)cc1 | 4 | 106 | 8 | 56 | -3 | -1 | -13 | -4.1 | 1
CCOc1ccc(S(=O)(=O)Nc2cccc(C(=O)N3CCN(c4ccccc4O)CC3)c2)cc1 | 3 | . | -18 | . | 2 | -3 | . | -1.4 | 1
COc1ccc(C(=O)N2CCCC(CCC(=O)NCc3ccc(F)c(F)c3)C2)o1 (stereo unspecified) | 6 | 89 | -5 | -7 | 8 | 6 | -6 | -1.8 | -4
COc1cc2[nH]c(C(=O)NCC3CCCO3)cc2c(OC)c1OC (stereo unspecified) | -2 | 105 | 1 | 46 | -8 | -1 | -12 | 1.5 | 5
Cc1ccc(N2CC(NS(=O)(=O)c3cccnc3)CC2=O)cc1 (stereo unspecified) | -2 | . | -5 | . | -6 | -6 | . | 1.5 | 3
CNC(=O)CC1C(=O)N(c2ccc(OC)cc2)C(=S)N1NC(=O)c1cccc(F)c1 (stereo unspecified) | -7 | 97 | 0 | -2 | -4 | 5 | -7 | 0.4 | .
CC1CCN(S(=O)(=O)c2ccc3c(c2)N(CC(=O)N(C)Cc2ccco2)C(=O)CO3)CC1 | -2 | 101 | -3 | 13 | -6 | -3 | -15 | -0.1 | -5
CC(C)N(Cc1nc(-c2ccccc2)no1)C(=O)CN(C)S(=O)(=O)c1ccc(Br)cc1 | -9 | 102 | -10 | 0 | -8 | 5 | -7 | 9.6 | 4
COc1ccc(NC(=O)CCS(=O)(=O)c2ccc3c(c2)NC(=O)C(C)S3)cc1OC (stereo unspecified) | 2 | 105 | 1 | 39 | -1 | -1 | -17 | 2.2 | 4
COCCN(C(=O)c1ccc(N2C(=O)c3ccccc3C2=O)cc1)c1c(N)n(CC(C)C)c(=O)[nH]c1=O | 0 | . | 15 | . | -3 | . | . | 0.8 | 0
COc1ccc(C(CNC(=O)c2ccc(-n3cnnn3)cc2)N2CCOCC2)cc1 (stereo unspecified) | 8 | 102 | -19 | -4 | -2 | 8 | -8 | 0.1 | 5
CC(=O)c1ccc(NS(=O)(=O)Cc2ccccc2)cc1 | -9 | 97 | 12 | 7 | -5 | -8 | -5 | -1.6 | -1
COc1ncnc(-c2ccccc2)c1-c1ccccc1 | 2 | . | 16 | . | -2 | 0 | . | -3.9 | 7
C/C(O)=C/c1nc2ccccc2[nH]c1=O | 24 | 123 | -29 | -10 | 1 | 4 | -1 | 4.0 | 7
CC(=C\c1ccccc1)/C=C1/SC(=S)N(CCC(=O)Nc2ccccn2)C1=O | . | 102 | . | -13 | . | 5 | 5 | . | .
COc1ccc(/C=N/Nc2cc(C)nc(N3CCOCC3)n2)c(OC)c1 | -5 | 101 | 9 | 28 | -6 | -1 | 8 | -1.0 | -3
COc1cc(-c2nc(CN3CCCCC3CCNC(C)=O)c(C)o2)ccc1F (stereo unspecified) | -13 | 104 | -4 | 28 | -6 | 0 | -1 | 0.7 | 6
CC1CC(NC(=O)N(C)C)N(C)C(=O)N1 (stereo unspecified) | 14 | 94 | 2 | -3 | -2 | 3 | 2 | 0.2 | 2
C[C@H](CO)N1C[C@H](C)[C@@H](CN(C)Cc2ccccc2)Oc2ccc(NC(=O)CCCCCC(=O)Nc3ccccc3N)cc2C1=O | 1 | . | 5 | . | 6 | 1 | . | -1.3 | 2
COc1cc(/C=N/N=C(\N)c2nonc2N)ccc1O | 2 | 98 | 5 | -20 | -4 | 3 | 6 | 0.1 | 5
COc1cc(CCC(=O)Nc2cccc(S(=O)(=O)N(C)C)c2)cc(OC)c1OC | 3 | 107 | -2 | 9 | -11 | -2 | -9 | 0.2 | 5
COCCNC(=O)/C(C#N)=C/c1c(N2CC(C)OC(C)C2)nc2ccccn2c1=O (stereo unspecified) | -1 | 102 | 35 | -5 | 25* | -2 | -13 | 2.4 | 1
CCN1CCN(C(=O)Nc2cccc(C(F)(F)F)c2)CC1 | 5 | 106 | 3 | -3 | -6 | -3 | -3 | 0.6 | 6
CC(=O)Oc1ccc(C(=O)Nc2ccccc2NC(=O)c2ccc(OC(C)=O)cc2)cc1 | -4 | 101 | 3 | 33 | -3 | -3 | 4 | -3.9 | -1
CCOC(=O)c1cccnc1SCC(=O)NCc1ccccc1 | 14 | 101 | 15 | -5 | -6 | -1 | 5 | 4.9 | 1
CN(c1ncc(C(F)(F)F)cc1Cl)n1cc(C(=O)O)c2ccccc2c1=O | 0 | 101 | -6 | 11 | 3 | 0 | 11 | -0.5 | 0

Entries of single compounds from above. Screens in order: M4 PAM, MEKK3 PB1 HTS, CRFR2-BP antag, PHOSPHO1 inh, GalR3 antagonist, IDE cell inh, p-CIP stab down, CRFBP-R2 agonist, IDE act
`COCCNC(=O)/C(C#N)=C/c1c(N2CC(C)OC(C)C2)nc2ccccn2c1=O` (stereo unspecified) is listed as -1, 102, 35, -5, 25*, -2, -13, 2.4, 1
`COc1cc(-c2nc(CN3CCCCC3CCNC(C)=O)c(C)o2)ccc1F` (stereo unspecified) is listed as -13, 104, -4, 28, -6, 0, -1, 0.7, 6
